Assay outcomes deposited in PubChem by several laboratories.
HTR5A ag = activates human HTR5A in OPRM1-OPRD1 agonist counter-screen. P47898. activation, % at 9.3 µM. 0.61% of 340,000 active. HTR5A agonist assay, luminescence, cell-based; in the data active means activation mostly above about 9.5%, no sharp cut-off; inactive means mostly below about 7.6%;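 further: 0% = cells with vehicle only and 100% = reference agonist; strong numbers were not always called active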
MOR-DOR inv ag = mu-delta opioid heterodimer inverse agonism. P35372+P41143. cell-based MOR-DOR heterodimer luminescence. inhibition, % at 9.3 µM. 0.21% of 340,000 active. AID 504357; in the data active means inhibition above about 22%, passing the limit was not always enough;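 further: 0% = cells with DMSO and 100% = wells without cells with DMSO; values of inactives mirror those of a sister screen read the other way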
Ecoli viability = bacterial growth inhibition, counter-screen for AddAB inhibitors | E. coli V3065 growth, OD600 absorbance, 18 h | inhibition, % at 11.9 µM | 0.27% of 330,000 active | AID 449728;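 active means inhibition above the campaign's mean inhibition across all tested compounds plus 3 SD, cut at about 9.9% in these data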;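 further: uninfected addAB+ strain grown without phage in ampicillin broth; 0% = DMSO wells and 100% = ciprofloxacin 0.95 µg/ml wells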
HTR5A inv ag = counter-screen for OPRM1-OPRD1 inverse agonists: human HTR5A inverse agonism; HTR5A cell line, luminescence; 0.083% of 340,000 active; inhibition, % at 9.3 µM; in the data active means inhibition mostly above about 23%, no sharp cut-off; inactive means mostly below about 18%;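 further: 0% = cells with DMSO and 100% = no-cell wells with DMSO; some compounds called inactive have numbers as strong as hits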
MOR-DOR ag = agonists of human mu-delta opioid receptor heterodimerization | P35372+P41143 | cells, OPRM1-OPRD1 heterodimerization, luminescence | activation, % at 9.3 µM | 0.3% of 340,000 active | AID 504326; in the data active means activation above about 18%;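 further: 0% = vehicle-treated cells and 100% = reference agonist; values of inactives mirror those of a sister screen read the other way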
SUMO Mot1 rescue = blocks SUMOylation pathway, rescuing yeast Mot1-301 growth | S. cerevisiae Mot1-301 growth rescue, ATP luminescence, 38.5C; percent above DMSO median, 100 means doubled | growth rescue, % at 18.8 µM | 1% of 320,000 active | AID 2716;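 active means every valid replicate shows activation above 250% relative to neutral control wells; inactive means the rest, any valid replicate at or below 250%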;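 further: OY570 slx delta 5 strain wells were the positive control but not used for scaling; some compounds called inactive have numbers as strong as hits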
PKA-R1A act = PKA-R1A complex activation; P00514+P68181; PKA-R1A dissociation, Cy5-IP20 fluorescence polarization; scaled: DMSO 0%, 113 µM cGMP 100%; activation, % at 11.4 µM; AID 504707; 0.083% of 340,000 active;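 active means percent activation above the mean of all tested compounds plus 3 SD, cut at about 19% in these data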;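 further: higher means more PKAc released from R1A so a rise in polarization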
DSG3 Ab inh = inhibitors of pemphigus antibody binding to human desmoglein-3 | P32926 | DSG3-coupled beads, scFv-anti-DSG3-GFP binding, flow cytometry; active compounds read low | binding (percent of control), % at 10 µM | 0.48% of 310,000 active;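 active means binding more than 3 SD below its plate's average and above zero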;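 further: hits lower antibody fragment binding to DSG3; some compounds called inactive have numbers as strong as hits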
Target sequence (P32926 whole entry, looked up, the tested form may be a part): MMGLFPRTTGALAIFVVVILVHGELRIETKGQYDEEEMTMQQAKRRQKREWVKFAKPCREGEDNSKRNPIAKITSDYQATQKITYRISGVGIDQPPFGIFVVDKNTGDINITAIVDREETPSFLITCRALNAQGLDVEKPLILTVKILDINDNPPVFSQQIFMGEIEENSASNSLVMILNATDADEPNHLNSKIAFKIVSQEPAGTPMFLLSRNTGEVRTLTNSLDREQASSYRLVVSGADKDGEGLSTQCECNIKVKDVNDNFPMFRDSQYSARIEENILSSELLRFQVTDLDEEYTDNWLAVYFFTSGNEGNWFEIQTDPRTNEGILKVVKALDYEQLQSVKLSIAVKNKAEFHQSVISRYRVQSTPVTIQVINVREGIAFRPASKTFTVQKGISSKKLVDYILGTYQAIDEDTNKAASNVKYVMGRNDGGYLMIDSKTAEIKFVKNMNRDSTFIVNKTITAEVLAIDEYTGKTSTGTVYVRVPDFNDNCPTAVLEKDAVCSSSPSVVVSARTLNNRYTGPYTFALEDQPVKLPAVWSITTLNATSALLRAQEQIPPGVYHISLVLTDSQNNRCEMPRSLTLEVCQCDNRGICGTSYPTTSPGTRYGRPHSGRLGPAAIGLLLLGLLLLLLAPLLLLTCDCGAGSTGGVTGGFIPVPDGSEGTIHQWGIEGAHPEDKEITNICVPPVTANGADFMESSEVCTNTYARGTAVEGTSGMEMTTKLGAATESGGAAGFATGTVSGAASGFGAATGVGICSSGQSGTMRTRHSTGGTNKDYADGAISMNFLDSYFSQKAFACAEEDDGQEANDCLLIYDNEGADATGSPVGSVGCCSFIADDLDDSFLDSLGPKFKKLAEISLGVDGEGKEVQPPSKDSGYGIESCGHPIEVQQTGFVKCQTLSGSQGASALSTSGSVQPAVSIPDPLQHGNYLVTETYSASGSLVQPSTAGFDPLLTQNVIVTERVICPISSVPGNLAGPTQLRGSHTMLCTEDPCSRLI
PfHsp90 set2 = reduces growth (ATP signal) of yeast expressing P. falciparum Hsp90; S. cerevisiae expressing PfHsp90, BacTiter-Glo ATP, 48 h; yeast lacking PDR1 and PDR3 efflux regulators; 0.32% of 310,000 active; inhibition, % at 9.4 µM;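 active means every replicate shows inhibition above about 80%, whatever the replicate mean, limit read from the data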;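 further: 0% = DMSO neutral controls and 100% = 20 µM radicicol positive controls; yeast relying on Plasmodium falciparum Hsp90 in place of its own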
phage Ecoli inh = E. coli growth loss with phage present; 0.26% of 360,000 active; inhibition, % at 11.9 µM; growth absorbance; in the data active means inhibition above about 11%
AddAB inh = less growth of phage-infected E. coli with AddAB. E. coli expressing H. pylori AddAB, absorbance growth. 0.29% of 330,000 active. inhibition, % at 11.9 µM. AID 435030; in the data active means inhibition above about 12%;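 further: 0% = vehicle wells of infected cells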
Numbers without * were called inactive; x = no result given.

Values run as follows: HTR5A ag, MOR-DOR inv ag, Ecoli viability, HTR5A inv ag, MOR-DOR ag, SUMO Mot1 rescue, PKA-R1A act, DSG3 Ab inh, PfHsp90 set2, phage Ecoli inh, AddAB inh
- CC(=O)Nc1cccc(C(=O)Nc2ccccc2C(=O)O)c1
 : -3, 15, -1.4, 5, -2.4, 230, -2, 87, 12, 3.2, 0.6
- NC(=O)C1CCCN(S(=O)(=O)c2ccc(Br)cc2)C1 (configuration not stated)
 : -3, 7, 2.5, -2, -1.5, -5, 1, x, 2, 1.5, 3.4
- CCOc1ccc(N2CC(=O)Nc3ccccc3NCC2=O)cc1
 : 0, -12, 0.6, -5, 1.9, 15, 0, x, 15, 2.0, 2.5
- CC(C)OC(=O)c1cc2c(ccn2-c2ccc(F)cc2)n1CC(=O)N1CCN(C(=O)c2ccco2)CC1
 : 2, 13, 0.5, -15, -2.5, -15, -2, 99, -16, -4.1, -1.5
- COc1ccc(CCNc2ccc(C(CC(N)=O)NC(=O)c3cc(C)cc(C)c3)cc2[N+](=O)[O-])cc1 (configuration not stated)
 : -4, 16, -0.3, 14, -2.9, 0, 8, 95, -2, 2.1, 2.9
- NS(=O)(=O)c1ccc(CNC(=O)Cc2ccccc2[N+](=O)[O-])cc1
 : -2, 12, -2.6, 6, -2.5, 0, -5, 112, 12, 1.6, -1.9
- O=C1CC(SC(=Nc2ccccc2)Nc2ccccc2)C(=O)N1c1ccc(Cl)cc1 (configuration not stated)
 : -1, -35, 0.2, 3, 6.5, -7, -6, 102, 4, 2.2, -1.1
- C[C@H](CO)N1C[C@H](C)[C@@H](CN(C)S(=O)(=O)c2cccs2)Oc2c(NC(=O)Nc3ccc4c(c3)OCO4)cccc2C1=O
 : -2, 0, -3.4, 15, 0.0, -7, 9, 224, -5, 1.0, 1.4
- Oc1cc(-c2ccncc2)cc2cccnc12
 : 0, 7, -0.3, 1, -1.1, 0, -14, 101, 7, 2.7, 1.9
- Cc1cccc(NC(=O)NN2CCN(C)CC2)c1C
 : 0, 6, x, 12, -1.7, 3, 4, 107, 4, 2.0, x
- O=C(COc1ccccc1Cl)OCC(=O)N1CCN(S(=O)(=O)c2ccccc2)CC1
 : 6, 4, -0.6, -9, -0.7, 6, -3, x, -3, -0.3, 1.7
- CCc1ccc(-c2nc(CSCC(=O)N3CCN(c4ccccn4)CC3)c(C)o2)cc1
 : 4, 4, -0.5, -13, -0.8, 4, -3, x, -10, 1.2, -1.0
- CC(C)(C)Cn1c(=O)[nH]c(=O)c2cc([N+](=O)[O-])cnc21
 : 4, -7, 1.6, 7, 1.2, 281, -9, 95, -16, 3.4, 0.8
- Cn1cc(C(=O)NCCc2ccccc2)c(=O)c2cc(S(=O)(=O)N3CCOCC3)ccc21
 : 2, 12, x, -10, -2.3, x, -16, 97, -21, 2.3, x
- N#CC1=C(N)Oc2n[nH]c(-c3cccs3)c2C1c1ccoc1 (configuration not stated)
 : 7, 15, -1.8, -16, -3.6, -8, -7, 108, -15, 0.3, 3.5
- CCCOC(=O)CC1C(=O)NCCN1Cc1ccc(F)cc1 (configuration not stated)
 : 8, 16, 1.3, -23, -3.0, -4, -2, 97, 11, 4.0, 2.3
- O=C(NCc1cccc(C(F)(F)F)c1)N1CCN(S(=O)(=O)c2ccccc2F)CC1
 : 3, 3, -1.6, -10, -0.6, -9, -3, 104, 14, 4.2, 2.6
- O=C(N/N=C/c1ccco1)C1CCCC1
 : 0, 5, -0.6, -3, -0.7, 0, 0, 97, 5, x, -0.4
- COC(=O)c1ccccc1NC(=O)C(C)Oc1ccccc1 (configuration not stated)
 : 7, -5, -2.0, 21, 1.0, -4, 10, 98, -16, 2.4, 1.1
- CC(=O)Oc1cc2c(C(=O)NCCN3CCOCC3)c(C)oc2c2ccccc12
 : 11, 4, -0.6, -27, -1.0, 0, -6, 143, -8, 0.2, 0.4
- Cn1c(=O)c2c(ncn2CC(=O)Nc2cc(S(=O)(=O)N3CCCCC3)ccc2Cl)n(C)c1=O
 : x, x, 2.2, x, x, -4, 5, 99, x, 3.4, 0.9
- Clc1nccnc1-c1ccccc1
 : 3, 13, 1.1, 8, -2.0, -2, -7, 94, -5, 3.3, 2.1
- Cc1cc2ccccc2n1CCNCc1c(C(=O)N2CCOCC2)nc2ccccn12
 : 6, 3, -0.2, -10, -0.7, 161, 2, 93, 18, 3.4, -0.2
- COC(=O)CC1=NN(c2ccccc2)C(=O)C1
 : 0, 3, 0.0, 1, -0.7, 0, 3, x, -11, 3.5, 2.6
- COc1ccc(N2CCN(CC(=O)Nc3ccc(C)cc3)CC2)cc1
 : -1, 9, 1.1, 3, -1.9, 6, 5, 114, 3, 3.2, 3.7
- COc1ccc(CCNC(=O)C2CCN(S(=O)(=O)c3ccc(OC)c(OC)c3)CC2)cc1OC
 : 0, 2, 0.9, -1, -0.4, 458, 1, 99, -31, 1.0, -1.6
- Cc1cc(C)c(C(=O)N2CCCC(N3CCN(c4cccc(C(F)(F)F)c4)CC3)C2)o1 (configuration not stated)
 : 0, 8, -2.5, 9, -1.5, 173, 6, 104, -12, 0.8, -2.6
- CN(CCCC(=O)NCc1ccccc1)S(=O)(=O)c1ccc([N+](=O)[O-])cc1
 : 4, -33, 0.8, -15, 7.2, -1, -2, 100, -18, 2.1, -2.2
- CCc1ccccc1N(CC(=O)NC1CCCC1)C(=O)CNC(=O)c1cccs1
 : 5, 6, -1.6, -16, -1.0, -16, 0, 96, 7, 2.8, 2.5
- CCOc1ccc(/C=N/NC2=NCCCCC2)cc1
 : -3, 10, -1.5, 6, -1.7, -8, -11, 92, 23, 5.2, 5.4
- COc1ccccc1N(C)S(=O)(=O)c1ccc(C(=O)Nc2ccc3nc(C)sc3c2)cc1
 : 4, -11, -1.0, -12, 2.0, 0, -6, 102, 13, 6.6, 2.2
- O=C(COc1cccc(Cl)c1Cl)NC1CC1
 : -2, 15, 0.3, 6, -3.9, -1, 1, x, 8, 6.4, 1.7
- N#CC1=C(N)OC2=C(C(=O)CCC2)C1c1cc2c(cc1Br)OCO2 (configuration not stated)
 : -1, 5, 0.9, 6, -1.0, 2, 10, 140, -19, -0.9, -2.3
- Cc1ccc(C(=O)OCC(=O)Nc2ccc3c(c2)OCO3)c(O)c1
 : 5, -27, -0.1, -13, 6.6, 20, -2, x, -5, 1.2, 3.0
- Cc1nc2ccccc2c(=O)n1/N=C/c1cccnc1
 : -2, 0, 1.3, 11, 0.0, -7, -2, 106, x, 2.9, 0.1
- Cc1ccccc1OCCC(=O)Nc1cc(S(=O)(=O)N2CCCCC2)ccc1N1CCN(C)CC1
 : -1, -8, x, 5, 1.4, x, -8, 194, -5, 2.5, x
- COc1cc(OC)cc(C(=O)Nn2cc(C(=O)Nc3c(F)cccc3F)c3ccccc3c2=O)c1
 : 9, -12, -1.3, 19, 2.0, -6, -5, 88, -22, 2.6, 1.5
- O=C(/C=C/Nc1ccc(Br)cn1)c1cccc(OC(F)F)c1
 : 0, -6, 2.1, -1, 1.6, 22, -4, 105, -18, 0.5, 2.4
- COc1ccc(C(=O)N2C(=S)NC(=O)/C2=C\c2ccc(C)cc2)cc1
 : 1, 0, 2.6, -9, 0.0, -16, 4, 105, 3, 4.5, 2.4
- COc1ccc(-c2noc(N3CCCC(C(=O)Nc4ccc(F)cc4F)C3)n2)cc1 (configuration not stated)
 : -1, -4, 3.5, 2, 0.7, 1, 4, 104, 14, 1.8, -0.5
- COc1cccc(N2CCN(C(=O)c3nc4nc(C)cc(C)n4n3)CC2)c1
 : 0, 14, -1.4, 2, -3.0, 45, -6, 103, -9, 4.0, 2.2
- O=C(Nc1ccc2nc(-c3ccc(Br)o3)[nH]c2c1)c1ccco1
 : 1, 9, 1.3, 1, -2.0, 4, -7, 106, 4, -0.9, 4.2
- CC(=O)N1CCc2cc(Br)cc(S(=O)(=O)CCC(=O)Nc3c(C)n(C)n(-c4ccccc4)c3=O)c21
 : 0, 11, -0.8, 0, -2.5, 461*, -5, x, 8, 0.7, -0.8
- Cc1ccccc1NC(=O)/C(C#N)=C/c1ccc[nH]1
 : 0, 7, x, 10, -2.1, -5, 0, 108, -20, 0.7, x
- CCC(C)Nc1nc(Cl)nc(N(C#N)CN2C(=O)c3ccccc3S2(=O)=O)n1 (configuration not stated)
 : -3, 10, 1.4, -5, -1.7, -18, -2, 91, -8, 3.2, 3.0
- CCC(OC(=O)c1ccco1)C(=O)NCc1ccc2c(c1)OCO2 (configuration not stated)
 : 5, -26, -1.4, -10, 3.1, -8, -3, 128, 1, 2.7, 2.3
- CC(=O)Nc1cccc(C(=O)N/N=C/c2cccc(C)n2)c1
 : -3, 18, -0.5, 11, -4.0, -13, -9, 105, 1, 0.0, -2.9
- COc1cccc(NC(=O)N2CCC(C(=O)Nc3ccc(C)cc3C)CC2)c1
 : 1, 6, -2.6, -2, -1.2, 54, -1, 99, x, 2.9, 0.4
- COC(=O)c1ccccc1N1C(=O)C2C(C1=O)[C@H]1C=C[C@@H]2C1 (some centres not stated)
 : 1, 5, 1.1, -31, -0.8, 9, 2, 98, -10, 4.1, 2.1
- CC1CN(S(=O)(=O)c2ccc(CN3C(=O)c4cccnc4C3=O)cc2)c2ccccc2O1 (configuration not stated)
 : 5, -6, 0.8, 12, 1.1, -1, -2, x, -7, 2.3, 2.5
- CCCCOc1cccc(C(=O)Nc2ccc(S(=O)(=O)Nc3cc(C)on3)cc2)c1
 : -2, 2, -0.5, 7, -0.3, 15, -12, x, -49, 1.4, 1.3
- C[C@H](CO)N1C[C@H](C)[C@@H](CN(C)C(=O)NC2CCCCC2)Oc2c(NC(=O)c3ccncc3)cccc2C1=O
 : 2, -18, 2.1, -4, 3.2, -27, -2, 109, 17, 2.1, 0.7
- COC(=O)C1=C(C)NC(=O)NC1c1c(O)ccc2ccccc12 (configuration not stated)
 : -1, 3, 0.7, 4, -0.5, 35, 2, 118, 5, 1.3, 0.5
- COc1ccc(C)cc1NC(=O)CNC(C)C(=O)Nc1ccc(C(C)=O)cc1 (configuration not stated)
 : -1, 11, 1.8, 2, -2.4, -17, -3, 99, 18, 2.1, -0.6
- COc1ccccc1CC(=O)N1CCN(S(=O)(=O)c2cccs2)CC1
 : 2, 8, 0.4, 25, -1.4, 0, -13, 106, 8, 1.7, 1.2
- CCOc1ccc(N2CC(C(=O)NCc3nnnn3-c3ccc(C)c(C)c3)CC2=O)cc1 (configuration not stated)
 : -2, 1, 1.6, 11, -0.2, 27, -7, 103, -9, -0.3, 1.1
- COc1cc(C(=O)NCc2ccc(-c3nc4ccccc4s3)cc2)cc(OC)c1OC
 : 4, -12, -1.2, -30, 2.1, 4, 2, 130, -23, 2.5, -1.5
- Clc1ccc(OCCn2cnc3ccccc32)c(Cl)c1
 : 5, -3, 2.9, -7, 0.6, 50, 7, 93, -13, 0.9, 2.0
- O=C(Nc1ccc(N2CCN(C(=O)c3ccccc3)CC2)cc1)c1ccc2c(c1)OCCO2
 : 0, -2, 2.2, 1, 0.3, 14, 7, 107, -17, 3.3, 3.1
- O=S(=O)(Nc1ccc(Br)cc1)c1cccc(NS(=O)(=O)c2cccs2)c1
 : 0, 11, x, 3, -2.9, x, -1, 108, x, 2.1, x
- O=C(Nc1cccc2ccccc12)NC1CCCc2ccccc21 (configuration not stated)
 : 0, 5, -0.5, -16, -0.9, -3, -11, 96, -28, 4.0, 1.2
